# TNAP inh hiacc – human TNAP enzyme inhibitors, primary screen, biochemical, luminescent, high phosphate acceptor level, uHTS; Alkaline phosphatase, tissue-nonspecific isozyme (Homo sapiens), P05186; inhibition, % at 20 µM; purified TNAP, CDP-star luminescence, 1 M DEA; 200,000 compounds, 0.03% hits;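 active = over 50% inhibition of tissue-nonspecific alkaline phosphatase at 20 µM in the single-dose screen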;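 also: plate controls were DMSO wells for no effect and EDTA-quenched wells as full inhibition for full effect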
# Target sequence (P05186 whole entry, looked up): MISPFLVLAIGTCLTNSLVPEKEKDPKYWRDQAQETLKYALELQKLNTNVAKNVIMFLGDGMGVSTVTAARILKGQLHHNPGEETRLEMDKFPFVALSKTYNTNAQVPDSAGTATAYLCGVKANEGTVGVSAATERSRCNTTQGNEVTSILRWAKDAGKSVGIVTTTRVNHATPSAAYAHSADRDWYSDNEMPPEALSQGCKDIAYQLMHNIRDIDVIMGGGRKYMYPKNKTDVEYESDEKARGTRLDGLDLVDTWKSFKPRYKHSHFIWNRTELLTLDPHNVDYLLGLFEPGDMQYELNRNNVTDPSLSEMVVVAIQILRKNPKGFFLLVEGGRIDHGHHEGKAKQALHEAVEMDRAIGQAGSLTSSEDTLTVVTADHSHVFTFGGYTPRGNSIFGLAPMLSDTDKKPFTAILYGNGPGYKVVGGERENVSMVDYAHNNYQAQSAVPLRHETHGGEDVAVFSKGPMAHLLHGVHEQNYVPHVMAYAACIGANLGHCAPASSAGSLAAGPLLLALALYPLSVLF
# RAM network inh – inhibitors of the yeast RAM network, primary screen, dse1pr::URA3 reporter, 5-FOA selection; S. cerevisiae dse1pr::URA3 reporter, 5-FOA growth OD615, 2 d; analog-sensitive cbk1-as2 kinase mutant strain; inhibition, % at 50 µM; 190,000 compounds, 1.8% hits; AID 868, 2007;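 active = inhibition above a set limit, 3 SD over mean compound inhibition, cut at about 8.4% in these data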;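 also: 0% = DMSO-only wells with no growth and 100% = 10 µM 1-NA-PP1 full growth; inhibition rescues growth on 5-FOA so higher OD means more RAM inhibition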
# bIAP activator – bovine intestinal alkaline phosphatase activators, primary screen, biochemical, bovine IAP, CDP-star luminescence | alkaline phosphatase, intestinal [Bos taurus] | 200,000 compounds, 0.17% hits | purified bovine IAP, 30 min; stronger effect = higher value; fold of DMSO-control signal, blank-subtracted | activation factor at 20 µM;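 active = activation factor of 2 or more at 20 µM, a signal rise over negative controls twice the positive control's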
# APP 5UTR inh – inhibitors of APP translation via 5'UTR reporter, primary screen, APP 5'UTR luciferase, SH-SY5Y cells; SH-SY5Y APP 5'UTR-luciferase reporter, luminescence; 190,000 compounds, 0.82% hits; inhibition, % at 2 µM; AID 1285, 2008;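 active = inhibition above a set limit, derived from the sample mean plus 3 SD, cut at about 45% in these data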; also: values of inactives mirror those of a sister screen read the other way
# bIAP inhibitor – bovine intestinal alkaline phosphatase inhibitors, primary screen, selectivity assay for TNAP inhibitor project, biochemical, bovine IAP, CDP-star luminescence; AID 1019, 2008; inhibition, % at 20 µM; 190,000 tested, under 10 active; alkaline phosphatase, intestinal [Bos taurus]; purified bovine IAP, 30 min;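 active = over 50% inhibition of intestinal alkaline phosphatase at 20 µM in the single-dose screen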
#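 Assay system – bovine IAP enzyme · Quantity – bovine IAP at 1/65,000,000 final dilution · Detection – CDP-star luminescence signal · Times – 30 min reaction at room temperature · Also added – CDP-star substrate at 30 µM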
# TNAP act hiacc – TNAP activators at high phosphate acceptor level, primary screen, biochemical, luminescence, uHTS | Alkaline phosphatase, tissue-nonspecific isozyme (Homo sapiens), P05186 | purified TNAP, CDP-star luminescence, 1 M DEA, 30 min; stronger effect = higher value; 0 = EDTA background, 1 = DMSO-only activity | activation factor at 20 µM | 200,000 tested, under 10 active | AID 1136, 2008;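 active = activation factor at least 2 at 20 µM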
#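 Test system – human TNAP · Doses – 20 µM single point · Incubation – 30 min, room temperature · Signal – luminescent substrate turnover signal · Read-out basis – activation factor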
# FLuc act counter – FLuc activators, initial screening, artefact control for FLuc-dependent activation tests, biochemical, ATPlite luminescence; Luciferin 4-monooxygenase (Photinus pyralis), P08659; ATPlite luciferase biochemical, 10 min; 0 = ATP-free wells, 1 = DMSO control; activation factor at 10 µM; 200,000 tested, under 10 active;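 active = luciferase activation factor, scaled between plate controls, of at least 2 with compound at 10 µM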
# Target sequence (P08659 whole entry, looked up): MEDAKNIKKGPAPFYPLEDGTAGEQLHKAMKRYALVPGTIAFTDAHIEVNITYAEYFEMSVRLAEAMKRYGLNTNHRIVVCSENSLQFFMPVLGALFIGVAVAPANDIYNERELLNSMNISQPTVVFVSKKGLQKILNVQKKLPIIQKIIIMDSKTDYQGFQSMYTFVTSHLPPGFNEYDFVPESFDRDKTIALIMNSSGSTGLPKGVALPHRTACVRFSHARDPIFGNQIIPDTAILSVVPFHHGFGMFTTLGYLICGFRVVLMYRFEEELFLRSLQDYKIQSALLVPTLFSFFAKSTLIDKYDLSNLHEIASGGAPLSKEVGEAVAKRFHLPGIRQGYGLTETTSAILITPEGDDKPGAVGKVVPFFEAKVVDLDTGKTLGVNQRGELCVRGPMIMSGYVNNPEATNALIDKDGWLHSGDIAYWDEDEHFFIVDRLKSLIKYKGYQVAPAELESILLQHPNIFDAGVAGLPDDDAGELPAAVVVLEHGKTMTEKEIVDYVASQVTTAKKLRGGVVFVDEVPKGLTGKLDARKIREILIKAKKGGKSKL
#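 Assay system – cell-free luciferase reagent · Medium – PBS-based ATP solution · Dosing – test compounds dosed from 2 mM stocks in 100% DMSO · Timing – 10 min, room temperature · Technique – light output (luminescence) · Measure – luminescence gain marking luciferase activators · Controls – No-ATP low control, compound-free enzyme-plus-ATP high control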
# TNAP inh no acc – human TNAP enzyme inhibitors, primary screen, biochemical, luminescent, no phosphate acceptor, uHTS. Alkaline phosphatase, tissue-nonspecific isozyme (Homo sapiens), P05186. purified TNAP, CDP-star luminescence, 30 min. inhibition, % at 20 µM. 200,000 compounds, 0.26% hits. AID 1012, 2008;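 active = tissue-nonspecific alkaline phosphatase inhibition above about 50% at 20 µM in the single-dose screen, limit read from the data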;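 also: 0% = DMSO negative control and 100% = EDTA positive control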
# FLuc inh counter – firefly luciferase enzyme inhibitors, primary screen, artefact control for luciferase-based inhibitor screens, biochemical, luminescence, ATPLite; Luciferin 4-monooxygenase (Photinus pyralis), P08659; 200,000 compounds, 1.5% hits; inhibition, % at 10 µM; 10 min;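 active = inhibition above about 50% when tested at 10 µM, limit read from the data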
# Lmaj promast – Leishmania major promastigote growth inhibition, primary screen; Leishmania major promastigotes, resazurin fluorescence viability; inhibition, % at 10 µM; 200,000 compounds, 9% hits; in the data active = inhibition above about 50%;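 also: promastigotes grown with compound for 44 hours at 28 °C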
# Numbers without * were called inactive; nt = no result given. Compounds were not picked by outcome. About 13% of those tested had a hit in this group.
SMILES,TNAP inh hiacc,RAM network inh,bIAP activator,APP 5UTR inh,bIAP inhibitor,TNAP act hiacc,FLuc act counter,TNAP inh no acc,FLuc inh counter,Lmaj promast
C/C(=N\Nc1nnc(C)c(=O)[nH]1)C(=O)O,-6,0.7,1.4,10,-42,1.1,1,-4,1,-4
CN(Cc1ccccc1)C(=O)c1ccccc1NC(=O)C1CC1,-3,5.0,1.1,7,-5,1,1,2,-4,-2
CC(C)c1ccc(C(N)=S)cc1,-5,-0.7,0.8,-1,21,1,1,-48,-4,-6
Cc1ccc(-c2nn(-c3ccccc3)cc2C2SCC(=O)N2Cc2ccccc2)o1 (stereo not given),-3,0.1,0.9,-31,6,1,1.1,13,-5,15
COC(=O)C(NS(C)(=O)=O)(c1c(C)[nH]c2ccccc12)C(F)(F)F (stereo not given),-1,2.2,0.9,-8,12,1,1,-5,-5,3
CC(=O)c1ccc(C(=O)Nc2ccc(N3CCOCC3)cc2)cc1,-6,1.3,1,-4,2,1.1,1,-15,-3,0
COc1cccc(NC(=O)CSc2nnc(-c3ccoc3C)n2CC2CCCO2)c1 (stereo not given),2,3.0,1.1,9,-5,1,1,5,-2,-1
COc1ccc(NC(=O)C(C)NS(=O)(=O)c2ccccc2)cc1Cl (stereo not given),0,1.9,0.9,-5,9,1,1.1,-8,-6,4
CCCNC(=O)NC(=O)CSc1cccc(C(F)(F)F)c1,-3,1.5,0.8,9,17,1,1,-12,-1,-3
C/C(Cl)=C/Cn1c(NCCN(C)C)nc2c1c(=O)n(C)c(=O)n2C,3,0.2,1,25,3,1,1.1,-9,-5,-1
Cn1cnnc1SCC(=O)c1ccc(OC(F)F)cc1,-9,-1.0,1,9,3,1.1,1,-12,-4,-2
Cc1ccc(C)c2sc(NC(=O)c3nc4ccccc4s3)nc12,-1,6.3,0.9,4,10,1,1.1,1,-7,-11
Cc1ccc2c(c1)C1CN(C)CCC1N2C(=O)c1ccccc1NS(=O)(=O)c1ccc(F)cc1C (stereo not given),-6,0.3,1.2,-5,-18,1.1,1.1,-7,-7,-1
O=C(COC(=O)CC1CC2CCC1C2)NC(=O)NC1CCCC1 (stereo not given),-6,0.8,1.1,10,-11,1.1,1,-12,-4,-2
COc1ccc(CCNC(=O)c2cnn(-c3ccc(C)c(C)c3)c2NC(=O)c2ccco2)cc1OC,-5,3.1,0.9,6,9,1.1,1.1,-13,-8,14

# The list goes on; it opens with the 3 that closed the last part.
SMILES,TNAP inh hiacc,RAM network inh,bIAP activator,APP 5UTR inh,bIAP inhibitor,TNAP act hiacc,FLuc act counter,TNAP inh no acc,FLuc inh counter,Lmaj promast
Cc1ccc2c(c1)C1CN(C)CCC1N2C(=O)c1ccccc1NS(=O)(=O)c1ccc(F)cc1C (stereo not given),-6,0.3,1.2,-5,-18,1.1,1.1,-7,-7,-1
O=C(COC(=O)CC1CC2CCC1C2)NC(=O)NC1CCCC1 (stereo not given),-6,0.8,1.1,10,-11,1.1,1,-12,-4,-2
COc1ccc(CCNC(=O)c2cnn(-c3ccc(C)c(C)c3)c2NC(=O)c2ccco2)cc1OC,-5,3.1,0.9,6,9,1.1,1.1,-13,-8,14
COc1ccc(S(=O)(=O)N(CC(=O)N/N=C/c2cccs2)c2cc(C)cc(C)c2)cc1OC,-2,1.2,1,-26,-5,1,1,-5,-1,18
CCOc1ccc(S(=O)(=O)Nc2cccc(OC)c2)cc1,-5,-0.2,1,17,-3,1,1,-11,1,10
CCCCN(C(=O)NC(=O)Nc1cccc(C)c1C)S(C)(=O)=O,-4,0.4,0.6,-4,36,1,1.1,-4,-12,-1
COC(=O)c1ccc(N2CCN(C(C)=O)CC2)c(NC(=O)COc2ccccc2C)c1,-6,0.1,1,2,-2,1.1,1.1,-4,-13,2
S=c1[nH]nc(-c2ccccc2)n1/N=C/c1ccc(-c2ccccc2Cl)o1,7,1.0,0.8,5,20,0.9,1.1,40,-8,10
Cc1ccc(C(=O)Nc2nc(C)c(C(=O)Nc3ccc4c(c3)CCC4)s2)cc1,1,6.5,0.9,66*,11,1,1,-5,2,-4
O=C(Nc1ccon1)c1cc(-c2ccccc2)nc2ccccc12,-3,1.4,0.9,7,9,1,1,-8,-3,5
CCn1nnc(NC(=O)CSc2ccc(Cl)cc2)n1,-4,2.2,1,9,4,1,1.1,-16,-5,-1
CCc1cc2ccc(C)cc2nc1SCC(=O)c1ccc(NC(C)=O)cc1,-7,3.0,1,-1,4,1.1,1.1,0,-8,8
Cn1c(=O)n(Cc2ccccc2F)c(=O)c2c1nc1n2CCN1Cc1ccco1,3,1.1,1.2,-8,-25,1,1,-9,3,-4
Cc1cc(OCC(=O)Nn2cnnc2)c(C)cc1Br,-5,0.9,0.9,12,12,1.1,1,-14,0,-9
O=c1c2c(n3nnnc3n1-c1ccccc1)-c1ccccc1CC21CCCC1,1,3.7,1.1,-16,-5,1,1,-4,-1,-6
CCC(C)(C)n1nnnc1C(c1cc2ccc(C)cc2[nH]c1=O)N(Cc1cccnc1)Cc1ccco1 (stereo not given),-2,0.3,1.1,-3,-9,1,1,-4,-2,83*
CCOC(=O)c1cccc(NC(=O)CSc2nnc(-c3ccncc3)n2CCCOC)c1,-4,1.2,1,-4,1,1,1.1,-11,-5,10
CCOC(=O)C1=CN(C)C=C(C(=O)OCC)C1c1ccsc1,-8,1.3,1.5,5,-48,1.1,1,-26,-2,4
Cc1ccc(S(=O)(=O)CCC(=O)Nc2nc3c(s2)CCCC3)cc1,-4,4.1,1.1,-9,-6,1,1.1,-2,-8,2
O=C(O)CC(NCc1ccco1)C(=O)OCCCl (stereo not given),5,1.2,1,12,0,0.9,1,-5,0,-2
COc1ccc(N2CCN(C(c3cc4cc(C)ccc4[nH]c3=O)c3nnnn3Cc3ccccc3)CC2)cc1 (stereo not given),-4,1.8,1.1,5,-10,1,1,-3,-5,99*
O=C(CN1CCCCC1)Nc1c2c(nc3ccccc13)N(c1ccccc1)CC2,-6,2.2,1.3,-24,-26,1.1,1.1,-10,-6,2
CCCCC(=O)OCC(=O)c1ccc(OCC)cc1,-2,-0.2,1,-34,-4,1,0.5,-1,53*,-2
COCC(=O)N(Cc1cc2cc(OC)ccc2[nH]c1=O)c1ccccc1,-7,-0.5,1,2,-4,1.1,1,-13,-4,0
O=C(Cn1cc(SCc2ccccc2Cl)c2ccccc21)N1CCOCC1,-6,3.5,0.9,-17,12,1.1,1,-24,0,8
Cc1ccc(C(=O)Nc2nc(=O)n(C(=O)CC(C)C)s2)cc1,0,2.7,0.9,nt,7,1,0.9,-9,5,-10
Cc1nc(SCC(=O)Nc2cc(C)on2)c2c(C)c(C)sc2n1,-7,1.9,1,-3,-4,1.1,1,-10,0,0
O=C(Cn1ccc(C(F)(F)F)n1)N/N=C/c1ccc2c(c1)OCO2,2,-0.5,0.8,-16,19,1,0.9,-10,14,-10
c1ccc(C2Oc3ccccc3C3CC(c4cccs4)=NN32)cc1 (stereo not given),4,-0.1,1.1,-1,-7,1,1,-19,3,36
CCOc1ccc(NC(=O)N2CCN(c3nc4ccccc4s3)CC2)cc1,-4,4.2,1,-3,4,1,1.1,1,-9,1
CN(C)CC(C)(C)CNS(=O)(=O)c1cccc2nsnc12,-6,2.8,0.8,-6,21,1.1,1.1,-8,-6,-4
CCCCCCNc1c([N+](=O)[O-])c(=O)sc2ccccc12,1,1.8,0.9,6,7,1,1,4,-3,18
CNc1oc(Cc2ccccc2)nc1S(=O)(=O)c1ccccc1,-2,0.0,0.9,-8,6,1,1,-9,-2,-1
Clc1cccc(/C=N\Nc2nccs2)c1,-6,0.5,1.1,-24,-14,1.1,1,-42,5,1
Cc1nc(N2CCOCC2)[nH]c(=O)c1CCC(C)C,-1,-0.1,0.9,13,6,1,1,-7,2,7
N#CCCN(C(=O)COc1ccc(Cl)cc1Cl)c1ccccc1,-5,0.8,0.9,0,11,1.1,1.1,-6,-8,-3
Cn1ncc(Cl)c1C(=O)NCc1ccco1,-5,-0.3,0.9,-17,8,1,1,-11,-5,-1
N#CCSc1nnc2ccc3ccccc3n12,1,0.3,0.9,-23,9,1,1,-3,-1,2
CC(C)C(=O)N1CCN(CCN=CC2=C(O)CC(c3ccco3)CC2=O)CC1 (stereo not given),-4,-0.5,1.1,7,-10,1,1,7,2,-5
CCOc1ccc(CC(=O)NNC(=S)NCCc2ccccc2)cc1,-5,3.4,1.2,8,-15,1.1,1.1,-38,-8,-3
O=C(CCS(=O)(=O)c1cccc2nonc12)N1CC(=O)N(CCc2ccccc2)C(=O)C1,-6,1.9,0.9,10,9,1.1,1.1,-14,-9,1
CC(c1ccccc1)n1cnc2ccccc21 (stereo not given),-9,0.0,0.9,16,5,1.1,1,-11,-3,-1
CN1CC2CCCC3(C1)C(=O)NC1(CCCCC1)N=C23 (stereo not given),-8,1.5,0.9,6,5,1.1,1.1,-11,-8,-5
COCCNC(=O)CN1CCC(NC(=O)Nc2ccc(C(F)(F)F)cc2)CC1,-5,-0.2,1.2,10,-16,1.1,1.1,-15,-8,0
Cc1[nH]n(C(C)(C)C)c(=O)c1Sc1ccc(Cl)cc1,-6,0.5,0.9,-18,6,1.1,1,0,-5,25
Cc1cc(Br)ccc1SCC(=O)OCC(=O)NC1CC1,1,2.8,0.9,11,6,1,1.1,-4,-5,-11
COc1ccc(NC(=O)c2ccccn2)cc1OC,2,0.3,1.1,-44,-8,1,0.8,-11,21,37
Cc1onc(-c2ccccc2)c1C(=O)Nc1sc2c(c1C(N)=O)CCC2,0,1.5,0.9,20,10,1,1.1,2,-9,24
CCn1c(N2CCN(C(=S)NCC(C)C)CC2)nc2ccccc21,3,4.7,0.9,-25,10,1,1.1,-11,-7,-2
CC(C)(C)Nc1nc(OCC(F)(F)F)nc(OCC(F)(F)F)n1,1,-1.2,0.9,6,8,1,1.1,-5,-5,-2
CN(C)CCN(C(=O)c1ccc2c(c1)OCCO2)c1nc2ccc(Cl)cc2s1,1,1.8,1,-23,-3,1,1.1,-10,-5,0
c1ccc2c(c1)nnn2-c1ncnc2sc3c(c12)CCCC3,1,0.0,1,-1,1,1,1,-5,1,3
O=C1CC(CC(=O)N/N=C/c2ccccc2[N+](=O)[O-])=NN1,0,-0.5,0.8,2,16,1,1.1,-4,-6,-4

# Compound activity (PubChem)
